Screening results as filed in PubChem.
TbPYK inhibitor – qHTS of Trypanosoma Brucei Inhibitors; TbPYK enzyme, Kinase-Glo Plus ATP luminescence, 45 min; Potency, µM (series often up to 76.8 µM), without a hit: top-dose activity, negative = inhibition, hits mostly inhibitors; hit rate 0.12% among 410,000; AID 624173, 2012; active = well fitted inhibition curve with a large enough effect; note: nearly all actives have a fitted effect of over 50% in size
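Quantitative HTS: titrated library compounds versus trypanosomal pyruvate kinase in TEA buffer (pH 7.2) containing KCl, MgCl2, BSA and Tween-20. Reactions were initiated with ADP, 130 uM final. Kinase-Glo Plus luminescence was read after 45 min at RT.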
* hit, by the source's call; [ ] = another dose, or the depositor's remark. % is set by controls: 0 for no effect and ±100 for the full control effect; potency is the fitted concentration of half-maximal effect. The list is partial; rates above refer to the full screens.

| canonical_smiles | TbPYK inhibitor |
| --- | --- |
| COC(=O)c1ccc(NC(=O)Cn2cnc3c2c(=O)n(C)c(=O)n3C)cc1 | -7.3% |
| O=Nc1nc2ncccn2c1-c1ccccc1 | -24.4% |
| Cc1cccn2c(=O)c3cc(C(=O)NCc4ccccc4)c(=N)n(CCCN4CCOCC4)c3nc12 | 11.9% |
| Cc1ccc(NS(=O)(=O)c2ccc(-c3coc(C)n3)cc2)c(Cl)c1 | 0.2% |
| CCOc1ccc(C(=O)N(Cc2cc(OC)c(OC)c(OC)c2)c2ccccn2)cc1 | 0.6% |
| CC(C)(C)OC(=O)N1CCC(c2c(C(=O)N3CCN(c4ncccn4)CC3)cnn2-c2ccc(F)cc2)CC1 | -0.9% |
| Cn1ccc2c(-c3ccc(C(=O)O)cc3)cc3c(c21)C1CCC3O1 (stereo not drawn) | 0.6% |
| Cc1ccc(C)c(Cn2c(=O)n(CC3CCC(C(=O)N4CCOCC4)CC3)c(=O)c3sccc32)c1 (stereo not drawn) | 0.8% |
| O=C(Nc1ccc(F)cc1)c1ccc(-n2cnnc2)cc1 | 7.0% |
| C#CCN(C[C@H]1[C@H](OC(=O)NCc2ccccc2)[C@H](OC(=O)NCc2ccccc2)C[C@@H](C(=O)OC)[C@H]1C(=O)OC)S(=O)(=O)c1ccc(C)cc1 | 4.8% |
| Cc1ccc(-c2nc3ccccn3c2Nc2ccc3c(c2)OCO3)o1 | -21.7% |
| COc1cc(Cl)c(NS(=O)(=O)c2ccc3[nH]c(=O)ccc3c2)c(OC)c1 | -10.2% |
| COc1ccc(CCNC(=O)c2ccc3c(c2)N(Cc2cc(C)ccc2C)C(=O)c2ccccc2S3=O)cc1OC (stereo not drawn) | 3.9% |
| Cc1nc(S(=O)(=O)N2CCN(c3cccc(Cl)c3)CC2)cn1C | 3.5% |
| CC(=O)c1cc(-c2ccc(F)cc2)n(CC(=O)NC(C)c2ccccc2)c1C (stereo not drawn) | 4.3%[15.4 µM] |
| CCOC(=O)c1c(C)n(-c2ccc(OC)cc2)c2ccc(OC(=O)COc3ccccc3)cc12 | 2.0% |
| Cc1ccc(S(=O)(=O)c2cn(Cc3cccc(C)c3)c3cc4c(cc3c2=O)OCO4)cc1 | -0.7% |
| CC(=O)N1CCC2(CCCN(C(=O)Nc3cccc(C#N)c3)C2)CC1 | 2.2% |
| CC(=O)Nc1cc(-c2ccccc2N(C)C)cn2c(-c3ccc(S(C)(=O)=O)cc3)cnc12 | -9.9% |
| CCOc1ccc(N2CC(c3nc4ccccc4n3CCCOc3ccccc3OC)CC2=O)cc1 (stereo not drawn) | -0.8% |
| CS(=O)(=O)N(Cc1nc2sc3c(c2c(=O)[nH]1)CCCC3)C1CCCCC1 | -9.1% |
| S=c1[nH]cc2cnccn12 | -28.3% |
| COC(=O)c1ccccc1NC(=O)CSc1nc2ccsc2c(=O)n1CCC(C)C | -5.3% |
| Cc1cccc(CCNC(=O)c2ccc3c(c2)nc2n3CCC(C)C2)c1 (stereo not drawn) | -1.8% |
| CCN(CC)c1nc(N)c2c(N)nc(OC)cc2c1C#N | 14.4% |
| CCc1ccc(CNC(=O)c2ccc(NC(=O)N3CCSc4ncccc43)cc2)cc1 | -7.5%[15.4 µM] |
| Cc1ccc(NC(=O)CN2C(=O)c3ccccc3Sc3ccc(C(=O)N4CCCC4)cc32)cc1 | -1.8% |
| COC(=O)c1ccc(Cn2c(=O)cc(C)c3c(C)nn(C)c32)cc1 | 2.0% |
| COc1ccc(S(=O)(=O)NCC(c2ccco2)N2CCOCC2)cc1C (stereo not drawn) | 1.8% |
| COCCCNC(=O)c1c(NC(=O)c2cc(=O)c3cc(C)c(C)cc3o2)sc2c1CCCC2 | -7.2% |
| CC(C)[C@@H](N)C(=O)NC[C@H]1O[C@@H](n2cnc3c(=O)[nH]c(N)nc32)[C@H](O)[C@@H]1O | 5.9% |
| COc1ccc(-c2[nH]c3ccccc3c2SCCNC(=O)c2ccc(S(=O)(=O)N(C)C)cc2)cc1 | -3.0% |
| C[C@H](CO)N1C[C@H](C)[C@@H](CN(C)Cc2cccc(F)c2)Oc2cc(-c3cccc(C#N)c3)ccc2S1(=O)=O | -6.0% |
| Cc1ccc2nc(NC(=O)CSc3ncc(C(=O)Nc4ccc(F)cc4)c(=O)n3C)sc2c1 | 0.0% |
| CC(C)C[C@@H]1O[C@H](CCc2ccccc2)Cc2[nH][nH]c(=O)c21 | -1.0% |
| CCc1nc2nc(C)cc(Nc3cc(Cl)ccc3OC)n2n1 | 0.1% |
| O=[N+]([O-])c1ccccc1C=CC=NN=Cc1ccccc1O | -9.1% |
| CCOC(=O)c1ccc(NS(=O)(=O)c2ccc3c(c2)CCN3C(=O)CC)cc1 | 2.4% |
| Cc1cc(Br)cn2c(Cc3cccc(F)c3)c(-c3ccccc3)nc12 | 1.1% |
| COC(=O)c1ccccc1NC(=O)c1cc2ccccn2n1 | -2.1% |
| C[C@@H]1CN([C@H](C)CO)C(=O)CCCn2cc(nn2)CO[C@H]1CN(C)C(=O)Nc1ccccc1 | -4.9% |
| Clc1ccc(-c2nnc(-c3ccc4ccccc4c3)o2)cc1 | -0.4% |
| CC1(C(=O)NS(=O)(=O)C2CC2)CCCN(C(=O)c2cc3ccccc3s2)C1 (stereo not drawn) | -3.4% |
| O=C(COc1ccccc1)Nc1ccc2nc(SCCOc3ccccc3)sc2c1 | 1.2% |
| CC1OC1c1ccc(-c2ccc(C3OC3C)cc2)cc1 (stereo not drawn) | -0.4% |
| CCc1ccc(NC(=O)c2cnn(-c3ccccc3)c2-n2cccc2)cc1 | -7.5% |
| Cc1oc2c(cc(NS(=O)(=O)c3ccc(Br)cc3)c3ccccc32)c1C(=O)OCc1ccccc1 | 2.4% |
| CCNc1ncnc2c1cnn2C1CCCO1 (stereo not drawn) | -7.9% |
| CCc1c(N)nc(N)nc1Nc1ccc(C)c(C)c1 | 2.0% |
| Nc1nn(-c2ccccc2)nc1C(=O)OCc1ccc(Cl)cc1 | -1.6% |
| COC(=O)c1nn(C)c(=O)[nH]c1=O | 0.2% |
| CCOc1ccc(OCC)c(NC(=O)CC(C)n2nc(C)cc2C)c1 (stereo not drawn) | -5.8% |
| Cc1ccccc1-c1noc(CSc2nc(-c3ccc(F)cc3)cc(=O)[nH]2)n1 | -18.6%[15.4 µM] |
| O=C(O)C1CCC(C(=O)O)SS1 (stereo not drawn) | 5.9% |
| NC(c1csc(NC(=O)Nc2cccc(Cl)c2)n1)C1CCCCC1 (stereo not drawn) | -5.8% |
| CC1=C(C(=O)NCc2cccc(F)c2)C2(CCCCCC2)OC1=O | -1.5%[15.4 µM] |
| CCn1c(=O)cc(SCC(=O)NCCc2cc(OC)ccc2OC)c2ccccc21 | 4.5% |
| Cc1ccccc1-c1nc(CS(=O)(=O)CC(=O)N2CCN(c3ccccc3)CC2)c(C)o1 | 3.5% |
| Cc1ccc(N(CC(=O)Nc2ccc(C)c(F)c2)S(=O)(=O)c2c(C)n[nH]c2C)cc1 | 0.4% |
| CCOc1ccc(CNC(=O)CCCn2c(=O)c3cccn3c3ccccc32)cc1 | -2.6% |

More records
| canonical_smiles | TbPYK inhibitor |
| --- | --- |
| Cc1cccc(NC(=O)CSc2nc3c(sc4ccccc43)c(=O)n2CCCC(=O)NC2CCCC2)c1 | 1.1% |
| CCOc1cccc(Cc2c[nH]c(=O)[nH]c2=O)c1 | 2.1% |
| CCOc1ccccc1CNS(=O)(=O)c1ccc2[nH]c(=O)ccc2c1 | -4.4% |
| Cc1ccc(CCNC(=O)c2ccc3c(c2)N(Cc2cc(C)ccc2C)C(=O)c2ccccc2S3=O)cc1 (stereo not drawn) | 3.5% |
| CCC(c1nnnn1C(C)(C)C)N1CCC2(CC1)C(=O)NCN2c1ccccc1 (stereo not drawn) | 1.1% |
| c1ccc(OCCNc2nc(NCC3CC3)nc3cc(-c4ccccc4)sc23)cc1 | -3.2% |
| CC(C)C[C@@H]1CN(CCCC[C@H]2CNC(=O)C(=O)N2CCC2CCCCC2)C(=O)C(=O)N1CCC1CCCCC1 | 7.4% |
| COc1ccc(CNc2ncnc3c2cnn3-c2ccc(Cl)cc2)cc1 | 3.6% |
| CNC(=O)C1CCN(C(=O)N2CC(C)Oc3ccc(Cl)cc32)CC1 (stereo not drawn) | 0.9% |
| Cc1cccc(-n2cc(-c3ccccc3)c3c(N4CCC(C)CC4)ncnc32)c1 | 0.0% |
| Cc1cccc(N(C)S(=O)(=O)c2cc(-c3cnc(C4CC4)o3)ccc2C)c1 | -3.7% |
| COc1ccccc1CNc1ncnc2c1c(-c1ccccc1)cn2-c1cccc(C)c1 | -9.4% |
| Cc1noc(/C=C/c2ccco2)c1S(=O)(=O)N1CCC(C(=O)Nc2ccc(F)cc2F)CC1 | -2.6% |
| CCOC(=O)c1c(N/C=C(\C#N)c2nc(-c3ccc(OC(C)=O)cc3)cs2)sc2c1CCC2 | 0.1% |
| OCC1OCOC2C(CO)OCOC12 (stereo not drawn) | 3.8% |
| Cc1ccc2c(c1C)C(=O)C(=O)N2 | 7.6% |
| CCC(=O)N1c2ccccc2CC1C(=O)N1CCN(c2cccc(Cl)c2)CC1 (stereo not drawn) | -1.1% |
| CCOc1ccc(-c2nonc2NC(=O)c2oc3c(C)c(C)ccc3c2C)cc1OCC | -2.8% |
| Cc1cc(C)cc(NC(=O)Cn2nnc(C(=O)Nc3cc(C)cc(C)c3)c2N)c1 | -6.2% |
| CC(=O)n1cc([C@H]2C=C(C(N)=O)O[C@@H](OCc3ccc(CO)cc3)C2)c2ccccc21 | -1.1% |
| CCCNC(=O)c1cc(C2CCCCN2C(=O)c2ccc3c(c2)CCO3)on1 (stereo not drawn) | 1.1% |
| Cc1ccc(CNC(=O)c2c(-c3cccc(Br)c3)noc2C)o1 | -15.8% |
| O=C(Nc1ccc2c(c1)OCCO2)C1c2ccccc2OCC(=O)N1Cc1ccccn1 (stereo not drawn) | -9.4% |
| CCc1ccc(C(=O)NC2=NC(c3cc(OC)ccc3OC)CC(=O)N2)cc1 (stereo not drawn) | 0.5% |
| Cc1c(Cl)cccc1NC(=S)NCc1ccc(Cl)cc1 | 3.6% |
| O=C(Nc1ccc2nc(SCC(=O)N3CCCC3)sc2c1)c1ccc(Br)cc1 | 1.3% |
| O=C(OCC(=O)N1CCNC1=O)c1ccccc1Cl | 6.3% |
| Cc1cccn2c(=O)c3cc(C#N)c(=N)n(Cc4cccnc4)c3nc12 | 1.2% |
| Cc1nn(CC(=O)NC2CCCCC2)c(=O)c2cc3cc(F)ccc3n12 | 12.3% |
| COc1ccc(CNS(=O)(=O)c2ccc(C(=O)N(C)C)s2)cc1 | -5.9% |
| Cc1c(C)c2c(cc(C)c3c(-c4ccccc4)coc32)oc1=O | 2.0% |
| O=C(NCC1CCCCC1)c1ccc2sc([C@H]3C[C@H](O)[C@@H](CO)O3)nc2c1 | -15.3% |
| Cc1ccc(C)c(N2CCN(C(=O)C3CCC(CNS(=O)(=O)c4cccs4)CC3)CC2)c1 (stereo not drawn) | -0.1% |
| COc1ccc(NC(=O)C2CCC(CNS(=O)(=O)c3csc(C(N)=O)c3)CC2)cc1 (stereo not drawn) | -4.3% |
| CNc1ccc2ncc(-c3ccc(OC)c(OC)c3)n2n1 | 2.1% |
| CN(C)c1ccc(CNC(=O)C2Cc3c(-c4ccccc4Oc4ccccc4)ccnc3O2)cc1 (stereo not drawn) | -2.3% |
| CC(=O)N(C)c1ccc(NC(=O)Nc2ccc(Cl)cc2)cc1 | -4.7% |
| COc1ncc2nc(-c3ccc(F)cc3)c(=O)n(C[C@H]3CCCO3)c2n1 | 2.3% |
| Clc1cccc(Cc2c(C3CCCCC3)nc3ccc(Br)cn23)c1 | 6.1% |
| FC(F)(F)c1ccccc1Cc1c(-c2cccc(Br)c2)nc2ccc(Cl)cn12 | 2.3% |
| Cc1ccccc1C(=O)Nc1nnc(S(=O)(=O)N(C)Cc2ccccc2)s1 | 2.5% |
| CN1CCN(c2c([N+](=O)[O-])cnc3ccccc23)CC1 | -0.6% |
| CCC1=C(c2ccc(OC)cc2)CCC(C(=O)O)C1C (stereo not drawn) | 27.9% |
| CC1C(=O)C(C)C(c2cc(Br)ccc2O)NC1c1cc(Br)ccc1O (stereo not drawn) | 6.1% |
| CC(C)(C)c1ccc(S(=O)(=O)NC(=O)C2(C)CCN2C(=O)CC2CC2)cc1 (stereo not drawn) | 4.2% |
| COc1ccc(OC)c(C=NNC(=O)NN=Cc2cc(OC)ccc2OC)c1 | -0.3% |
| CCOc1ccc(CNC(=O)c2ccc(NC(=O)N3CCCCc4ccccc43)cc2)cc1 | 0.2% |
| COc1cc(C(=O)NCCSc2c(C)[nH]c3ccccc23)cc(OC)c1OC | 0.1% |
| Nc1ccccc1SC(CC(=O)c1ccccc1)c1cccc([N+](=O)[O-])c1 (stereo not drawn) | -22.2% |
| CC(C)(C)c1ccc(CC(=O)N2CCC2(C)C(=O)NS(=O)(=O)c2ccccc2)cc1 (stereo not drawn) | -4.9% |
| COc1cc(C(=O)NNC(=O)COc2ccc(Br)cc2)ccc1OCC(=O)N1CCOCC1 | -3.5% |
| COc1cc(CNc2ncnc3c2ncn3[C@H]2CN(Cc3ccncc3)C[C@@H](CO)O2)cc(OC)c1OC | 0.6% |
| CC(=O)O[C@H]1CCC2C3CC[C@H]4[C@@H](O)[C@H](O)CC[C@]4(C)C3CC[C@@]21C (stereo partly drawn) | 4.2% |
| CCOc1cc(CNC(=O)c2ccc3nc(CCc4ccccc4)oc3c2)ccc1OC | 2.3% |
| COc1ccc([C@H]2C[C@H](n3cc(C4CC4)nn3)[C@@H](O)CN2C(=O)C2CCCCC2)cc1 | -1.6% |

Grouped by structure, the entries above containing a COOH group
| canonical_smiles | TbPYK inhibitor |
| --- | --- |
| Cn1ccc2c(-c3ccc(C(=O)O)cc3)cc3c(c21)C1CCC3O1 (stereo not drawn) | 0.6% |
| O=C(O)C1CCC(C(=O)O)SS1 (stereo not drawn) | 5.9% |
| CCC1=C(c2ccc(OC)cc2)CCC(C(=O)O)C1C (stereo not drawn) | 27.9% |
